Assay outcomes as filed in PubChem BioAssay.
ERK EGF block – blocks ERK signaling stimulated by EGF | Potency, µM (top dose mostly 11.5 µM), for inactives: top-dose activity change, negative = inhibition, most hits filed as inhibitors | HEK293-V1b, EGF-stimulated phospho-ERK AlphaScreen | 130,000 tested, 0.41% active; active = well fitted inhibition curve with a large enough effect; inconclusive = small, poorly fitted or top-dose-only effect, or effect the other way;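 note: plate controls were stimulated vehicle wells for no effect and unstimulated vehicle basal for full effect; nearly all actives have a fitted effect of over 55% in size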
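Compounds are titrated over HEK293-V1b cells kept overnight in 1% FBS. After 30 min at 37C, EGF (25 nM final) triggers ERK phosphorylation for 5 min, measured by AlphaScreen in lysates.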
An asterisk follows results filed as active; ? = inconclusive; [ ] = remark or other dose. Potency is the fitted concentration of half-maximal effect.

SMILES | ERK EGF block
CCn1c2ccccc2c2cc(NC(=O)C(=O)NCC3CCCO3)ccc21 (centres undefined) | -4.9%
COc1ccc(OCC(O)CN2CCN(c3ccccc3)CC2)cc1 (centres undefined) | ?
CCN1C(=O)N[C@@H](CCc2ccccc2)[C@@H](C(=O)OC)[C@H]1C | -0.9%[57.5 µM]
Cc1onc(-c2ccccc2)c1C1=N/C(=C\c2ccccc2F)C(=O)O1 | 0.6%
COCCNC(=O)c1ccccc1NC(=O)CSc1ccc(C)cc1 | 0.4%
CCOC(=O)/C(N=Nc1c(C)n(C)n(-c2ccccc2)c1=O)=C(/O)c1ccccc1 | -4.8%
Cc1ccccc1-n1c(-c2ccc3ccccc3n2)n[nH]c1=S | -5.0%[57.5 µM]
COc1ccc(-c2[nH]nc3c2C(c2ccoc2)C(C#N)=C(N)O3)cc1 (centres undefined) | 4.9%
O=C(NCCCNc1ccc(C(F)(F)F)cc1[N+](=O)[O-])c1ccc(F)cc1 | -6.6%
O=c1/c(=C/c2ccc(O)cc2)sc2nc3cc(Br)cnc3n12 | 0.4%
Cc1ccc(N2C(=O)C3CCC(c4ccccc4)CC3C2=O)cc1 (centres undefined) | 12.0%
NS(=O)(=O)c1ccc(NC(=O)COc2ccc(C(=O)c3ccc(F)cc3)cc2)cc1 | ?
CC(C)CN1CCC2(CC1)CCN(C(=O)c1cccn1C)CC2 | 0.5%
CC(C)(C)c1ccc(NC(=O)COC(=O)C2(C)CC2(Cl)Cl)cc1 (centres undefined) | ?
COc1ccc(/C=N/NC(=O)CN(C2=NS(=O)(=O)c3ccccc32)c2ccccc2)cc1OC | 9.1%
COCCNC(=O)CSc1cc(-c2ccccc2)c2ccc(OC)cc2n1 | 3.0%
CCNc1nc(NCC)n2c(SC(C(=O)Nc3cc(C)ccc3C)c3ccccc3)nnc2n1 (centres undefined) | -0.1%
O=C(Nc1cccnc1)c1cccnc1 | -7.9%
Cc1cc2nc(SCCOC(=O)Nc3cccc(Cl)c3)nc(C)c2cc1C | -3.6%
c1cc2c(cc1C1CCCCC1)c1c3n2CCN=C3CCC1 | -6.7%[57.5 µM]
CCN(CC)CCN(C)C1CCC(c2ccccc2)CC1 (centres undefined) | -1.9%
Cc1ccccc1CNC(=O)CC1C(=O)NCCN1Cc1c(F)cccc1Cl (centres undefined) | 3.1%
Cc1cccc(Cc2c(C)nc3nc(SCC(=O)O)nn3c2C)c1 | 3.5%[57.5 µM]
CC(C)(C)OC(=O)NC(Cc1ccccc1)C(=O)NCCCC(=O)O (centres undefined) | -0.4%[57.5 µM]

7 compounds out of the list above, sorted by their value in ERK EGF block, highest first.
SMILES | ERK EGF block
COc1ccc(/C=N/NC(=O)CN(C2=NS(=O)(=O)c3ccccc32)c2ccccc2)cc1OC | 9.1%
Cc1ccccc1CNC(=O)CC1C(=O)NCCN1Cc1c(F)cccc1Cl (centres undefined) | 3.1%
CC(C)CN1CCC2(CC1)CCN(C(=O)c1cccn1C)CC2 | 0.5%
CCNc1nc(NCC)n2c(SC(C(=O)Nc3cc(C)ccc3C)c3ccccc3)nnc2n1 (centres undefined) | -0.1%
CCN(CC)CCN(C)C1CCC(c2ccccc2)CC1 (centres undefined) | -1.9%
Cc1cc2nc(SCCOC(=O)Nc3cccc(Cl)c3)nc(C)c2cc1C | -3.6%
O=C(Nc1cccnc1)c1cccnc1 | -7.9%

Continuation:
SMILES | ERK EGF block
CC(=O)Nc1ccc(S(=O)(=O)Nc2nc3ccccc3nc2Nc2ccc3ccccc3c2)cc1 | ?
COc1cc(/C=C2/NC(=O)N(c3cccc(Cl)c3)C2=O)ccc1O | -4.5%
COc1cccc(OCC(=O)NNC(=O)Cc2cccs2)c1 | -0.8%
O=[N+]([O-])c1cccnc1N1CCN(c2ccccc2F)CC1 | -4.1%
O=c1c2ccccc2nc(/C=C/c2ccc(O)cc2)n1CCc1ccccc1 | 4.5%
C=CCOC(=O)N[C@H](/C(C(=O)OC)=C(\C)NCc1ccccc1)c1ccc(C)cc1 | 0.6%
COc1ccc(C(=O)N[C@H](C(=O)NCc2ccco2)C(C)C)cc1 | -5.0%
CC(C)C(NS(=O)(=O)c1cccs1)C(=O)NCc1ccccc1Cl (centres undefined) | 32.0%[57.5 µM]
COc1nc(OC)nc(N2CCCCCC2)n1 | 2.1%
O=[N+]([O-])c1cccc(/C=C/C=N/Nc2nc(N3CCCCC3)nc(N3CCCCC3)n2)c1 | ?
CCCCCCCCCCCCCCC(F)C(=O)O (centres undefined) | 4.2%
Cc1cc(NC2CCCCC2)n2c(n1)nc1ccccc12 | 4.9%
Cc1ccc(NC(=O)CCC(=O)NNC(=O)COc2ccccc2)cc1C | 7.6%
N[C@@H](CO)C(=O)NNCc1ccc(O)c(O)c1O | 1.3%[25.7 µM]
Cc1cc(N/C=C\c2nnnn2-c2ccccc2)no1 | 4.8%
O=C(CNC(=O)C(c1ccccc1)c1ccccc1)N/N=C/c1ccc(O)cc1O | -3.7%[57.5 µM]
C/C(=N\NC(=O)c1ccccc1O)c1ccc(Br)s1 | 7.0%
CCc1cccc(CC)c1NC(=O)COC(=O)c1ccc(F)c(S(=O)(=O)N(CC)CC)c1 | 4.5%
Cc1ccc(NC(=O)C(NC2CCCc3ccccc32)c2ccccc2)c([N+](=O)[O-])c1 (centres undefined) | ?
Cc1cccc(N(CC(=O)NC2CCCCC2)C(=O)Cn2nnc(-c3ccc(C)o3)n2)c1 | -3.2%
CC(C)=CCC/C(C)=C/CC/C(C)=C/CSc1ccccc1C(=O)O | 10.0%
COC(=O)c1ccc(CSc2ccc3nnc(-c4ccc(F)cc4)n3n2)o1 | 9.9%
COc1ccccc1-c1cc2nc(C)c(CCC(=O)NCc3ccc(F)cc3)c(C)n2n1 | -1.7%[57.5 µM]
Cc1[nH]n2c(=O)c3c(nc2c1-c1ccc(F)cc1)CCCC3 | -0.9%

Entries above with a thiophene ring, fused or not:
SMILES | ERK EGF block
COc1cccc(OCC(=O)NNC(=O)Cc2cccs2)c1 | -0.8%
CC(C)C(NS(=O)(=O)c1cccs1)C(=O)NCc1ccccc1Cl (centres undefined) | 32.0%[57.5 µM]
C/C(=N\NC(=O)c1ccccc1O)c1ccc(Br)s1 | 7.0%

Going on with the list.
SMILES | ERK EGF block
CC1(C)CC(=O)C(=CN2CCOCC2)C(=O)C1 | -2.9%
COc1ccc(-c2[nH]nc3c2C(c2ccc(OC(=O)N4CCOCC4)cc2)C(C#N)=C(N)O3)cc1 (centres undefined) | 7.7%[57.5 µM]
CCC(C)NC(=O)CSC1=Nc2ccccc2C2=NC(CC(=O)NCc3ccccc3)C(=O)N12 (centres undefined) | -4.5%
CCCOc1ccc(N2C(=O)CC(NNC(=O)c3ccc(COc4ccccc4)o3)C2=O)cc1 (centres undefined) | 3.4%
CCOc1ccc(-n2c(=S)sc3c(=O)[nH]c(SCC(=O)C(C)(C)C)nc32)cc1 | 0.1%
Cn1cnc([N+](=O)[O-])c1SCC(=O)NN | -1.0%[57.5 µM]
O=c1nc(-c2ccccc2)n(-c2ccc(Cl)cc2)[nH]1 | 4.6%
COc1cc(-c2nc3ccc4ccccc4c3c3c2CCC3)ccc1O | 4.3%
CC(C)(C)n1nc2c(c1NC(=O)c1cc3ccccc3o1)CSC2 | -4.1%
COc1ccc(-c2nc(CN3CCCCC3CCc3ccccn3)c(C)o2)cc1 (centres undefined) | 1.8%
O=[N+]([O-])c1cccc(NC(=S)N2CCOCC2)c1 | -11.1%
Cc1cc(NC(=O)CSc2nc(-c3ccc(Cl)cc3)cs2)no1 | -0.7%

Arranged by SMILES length (falling): 3 of the compounds above.
SMILES | ERK EGF block
COc1ccc(-c2[nH]nc3c2C(c2ccc(OC(=O)N4CCOCC4)cc2)C(C#N)=C(N)O3)cc1 (centres undefined) | 7.7%[57.5 µM]
CCCOc1ccc(N2C(=O)CC(NNC(=O)c3ccc(COc4ccccc4)o3)C2=O)cc1 (centres undefined) | 3.4%
Cn1cnc([N+](=O)[O-])c1SCC(=O)NN | -1.0%[57.5 µM]

Next compounds:
SMILES | ERK EGF block
COc1ccc(C2CC(c3ccccc3)=NN2C(=O)CSc2ncccn2)cc1 (centres undefined) | 12.7%
Cc1ccc(NC2=C/C(=N\S(=O)(=O)c3cccs3)c3ccccc3C2=O)c(C)c1 | 12.6µM*
Cc1sc2nc(Cc3ccccc3)[nH]c(=O)c2c1-c1ccccc1 | -10.9%
Nc1sc(-c2ccccc2)cc1-c1n[nH]c(=S)n1C1CCCCC1 | -20.9%[57.5 µM]
COC(=O)[C@H](Cc1ccccc1)NC(=O)NCc1ccccc1 | -1.7%[57.5 µM]
O=C(NCc1nnc(SCc2ccc(C(F)(F)F)cc2)n1-c1ccccc1)C12CC3CC(CC(C3)C1)C2 | 7.7%
CCOc1ccccc1NC(=O)Nc1cc(C(=O)O)ccc1C | -15.5%
CCCN(Cc1ccccc1)C(=S)Nc1ccc(F)cc1 | -7.9%
Cc1ccc(S(=O)(=O)N2CCN(C(=S)NCCc3ccccc3)CC2)cc1 | 2.1%
CCN1CCN(C(=O)c2ccc3c(c2)N(Cc2ccc(F)cc2)C(=O)c2ccccc2S3=O)CC1 (centres undefined) | 4.8%
O=C(CSc1ncnc2c1nnn2Cc1ccccc1)NC1CCCC1 | 1.1%
N#C/C(=C/c1ccc(Oc2ccc([N+](=O)[O-])cn2)cc1)C(=O)N1CCOCC1 | 0.7%
O=c1cc(CSc2nnc(C3CC3)n2Cc2ccccc2)nc2sccn12 | -6.2%
CCCC1=C(C(=O)OCC)C(c2ccco2)n2ncnc2N1 (centres undefined) | -8.2%[57.5 µM]
CCOc1ccccc1CN1CCN(Cc2nc3ccccc3s2)CC1CCO (centres undefined) | 2.5%
O=C1NC(=O)/C(=C/c2ccc(O)cc2)S1 | -2.3%
COc1ccc(-c2[nH]ncc2CN2CCC(OCc3ccccn3)CC2)c(F)c1 | -1.7%[57.5 µM]
CCN(CC)c1ccc(C2C3CCCCC3(O)CCN2C(=O)c2cccs2)cc1 (centres undefined) | 2.4%
O=C(NC(=S)Nc1ccccc1Cl)c1cncc(C#Cc2ccccc2)c1 | -10.9%[57.5 µM]
CCN(CC)CCCCn1c(-c2ccccc2)nc2c(N(CCOC)CCOC)nc(C)nc21 | -20.8%
CCOC(=O)C1CSC(CC(=O)Nc2ccc(OC(F)(F)F)cc2)C(=O)N1 (centres undefined) | -6.7%[57.5 µM]
O=Cc1ccc(OC2OCCOC2Oc2ccc(C=O)cc2)cc1 (centres undefined) | 1.4%
COc1ccc(Cc2nnc(N/N=C/c3ccc(Br)cc3)[nH]c2=O)cc1OC | 0.7%[57.5 µM]
CCOC(=O)CC(NC(=O)CCc1c(C)nc2ncnn2c1C)c1ccc(OC(C)C)cc1 (centres undefined) | -6.0%
O=C(NCc1ccccc1)C1=C[C@@H](C2CCCCC2)C[C@@H](OCc2ccc(CO)cc2)O1 | -18.3%[57.5 µM]
Cc1c(NS(=O)(=O)c2cccs2)cccc1-c1nc2cccnc2s1 | ?
O=C(COC(=O)c1ccccc1Oc1ccccc1)NC1CC1 | -6.7%
COc1ccccc1NS(=O)(=O)c1ccc(C)c(NC(=O)NC2CCCCC2)c1 | 23.4%
CN(CCc1ccccn1)C(=O)c1ccc(OC(F)(F)F)cc1 | 0.3%
Cc1cc(Cl)c(S(=O)(=O)Nc2ccc(S(=O)(=O)N3CCOCC3)cc2)cc1OCC(N)=O | -18.2%
COc1cccc(Cn2c(=O)sc3ccccc3c2=O)c1 | 2.0%
CNC(=O)COC(=O)c1ccccc1Nc1ccccc1 | -7.4%
Cc1ccc(CN2C(=O)CCC2C(=O)NCCN2CCN(c3cccc(Cl)c3)CC2)cc1 (centres undefined) | -19.0%[57.5 µM]
O=C(Nc1cccnc1)C1=NN(C2CCS(=O)(=O)C2)C(=O)CC1 (centres undefined) | -1.5%
C=CCN1CCc2c(cc(O)c(O)c2Cl)C(c2cccc(C)c2)C1 (centres undefined) | ?
COC(=O)C1C(=O)NC(SC)=C(C#N)C1c1ccccc1F (centres undefined) | -8.9%
CCC(CC)NC(=O)Cc1ccc(F)cc1 | -15.8%
CCC(=O)N1CCC2(CC1)Oc1ccc(F)cc1C(=O)C21CC(c2ccccc2)=NO1 (centres undefined) | -0.5%[57.5 µM]
CCN(CC)c1ccc(C=C(c2nnnn2-c2ccc(C)cc2)c2nnnn2-c2ccc(C)cc2)cc1 | 6.2%
COc1ccc(/C=C/C(=O)Nc2ccc3nc4n(c(=O)c3c2)CCCC4)cc1 | 5.2%[57.5 µM]
O=C(COc1ccccc1C(=O)O)Nc1nc2ccc([N+](=O)[O-])cc2s1 | -2.8%[57.5 µM]
COCC(O)CSc1c([N+](=O)[O-])nc(C)n1Cc1ccc(OC)c([N+](=O)[O-])c1 (centres undefined) | 9.0%
Cc1nc(C(C)N(C)Cc2nc(-c3ccc4c(c3)OCO4)no2)c(C)s1 (centres undefined) | -26.7%
CNC(=S)N/N=C/c1cn(Cc2ccc(F)cc2)c2ccccc12 | -1.8%
Cc1ccc(CN(C(=O)c2ccco2)C(C(=O)NC2CCCC2)c2cccnc2)cc1 (centres undefined) | -1.2%
C#CC(C)(CC)NC(=O)Cn1nnc(-c2cccc(C(F)(F)F)c2)n1 (centres undefined) | 2.3%
Cc1ccn2c(C=O)c(-c3ccc(F)cc3)c(C=O)c2c1 | 10.9%
Cc1ccccc1NC(=O)Nc1ccccc1C(N)=O | -4.0%
CCNC(=O)Nc1ccc(-n2nc(C)c(C(=O)OCC)c2C)nc1 | 5.3%
O=C(O)c1ccc(N2C(=O)CC(SC(=NCc3ccc4c(c3)OCO4)Nc3ccc(F)cc3)C2=O)cc1 (centres undefined) | 0.5%
CC(=O)C1=C(C)NC(=O)NC1/C=C/c1ccccc1 (centres undefined) | -8.4%
Cc1ccc(NS(=O)(=O)c2ccc(C)c(NC(=O)COc3ccc4ccccc4c3)c2)c(C)c1 | -0.2%
Cc1ccc(C(c2c(O)nc3n(c2=O)CCS3)c2c(O)nc3n(c2=O)CCS3)cc1 | 1.5%
COc1cccc(CNC(=O)CCC2CCCN(C(=O)Cc3ccccc3F)C2)c1 (centres undefined) | 5.3%
COc1ccccc1NC(=O)CNC(=O)c1ccc([N+](=O)[O-])cc1 | -3.2%

Only part of the results is shown; rates above refer to the full screens.
